Screening data deposited in PubChem by several laboratories.
FAS TE block = FAS thioesterase domain inhibitors, primary screen, biochemical, fluorescence intensity, uHTS; recombinant FAS-TE, OMFH fluorogenic substrate, fluorescence endpoint; inhibition, % at 15 µM; hit rate 0.67% among 360,000; AID 602261, 2012;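 active = compounds whose normalised, plate-corrected inhibition of enzyme fluorescence in the single-dose primary screen is 50% or more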;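 also: 0% = DMSO with enzyme and 100% = substrate without enzyme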
SKN-1 inh = suppressors of acrylamide-induced Pgst-4::GFP reporter in worms, primary screen, SKN-1 inhibitor project, whole organism, uHTS, GFP/RFP fluorescence ratio, strain VP596. C. elegans VP596 Pgst-4::GFP/RFP ratio, 24 h. inhibition, % at 21.8 µM. hit rate 0.49% among 360,000. AID 624304, 2012;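 active = interference check ratio from 0.5 to 1.5 plus GFP to RFP signal ratio inhibition reaching or exceeding a fixed threshold, cut at about 30% in these data, passing the limit was not always enough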; also: some compounds called inactive have numbers as strong as hits
Neddylation inh = inhibitors of cullin neddylation, primary screen, biochemical, TR-FRET, uHTS, NAE and Ubc12 | NEDD8-conjugating enzyme Ubc12 (Homo sapiens) + NEDD8-activating enzyme E1 regulatory … | calls only at 25 µM | hit rate 0.58% among 360,000; in the data active = inhibition above about 36%
CendR NRP1 mod = modulators of CendR peptide binding to NRP-1, primary screen, biochemical, fluorescence polarization, uHTS. Neuropilin-1 (Homo sapiens), O14786. FAM-RPARPAR peptide binding to NRP-1. inhibition, % at 25 µM. hit rate 0.85% among 360,000. AID 602438, 2012;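 active = inhibition or corrected inhibition above about 18%, plus a signal ratio from 0.5 to 1.5, limit read from the data, passing the limit was not always enough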; also: strong numbers were not always called active
Target sequence (O14786 whole entry, looked up): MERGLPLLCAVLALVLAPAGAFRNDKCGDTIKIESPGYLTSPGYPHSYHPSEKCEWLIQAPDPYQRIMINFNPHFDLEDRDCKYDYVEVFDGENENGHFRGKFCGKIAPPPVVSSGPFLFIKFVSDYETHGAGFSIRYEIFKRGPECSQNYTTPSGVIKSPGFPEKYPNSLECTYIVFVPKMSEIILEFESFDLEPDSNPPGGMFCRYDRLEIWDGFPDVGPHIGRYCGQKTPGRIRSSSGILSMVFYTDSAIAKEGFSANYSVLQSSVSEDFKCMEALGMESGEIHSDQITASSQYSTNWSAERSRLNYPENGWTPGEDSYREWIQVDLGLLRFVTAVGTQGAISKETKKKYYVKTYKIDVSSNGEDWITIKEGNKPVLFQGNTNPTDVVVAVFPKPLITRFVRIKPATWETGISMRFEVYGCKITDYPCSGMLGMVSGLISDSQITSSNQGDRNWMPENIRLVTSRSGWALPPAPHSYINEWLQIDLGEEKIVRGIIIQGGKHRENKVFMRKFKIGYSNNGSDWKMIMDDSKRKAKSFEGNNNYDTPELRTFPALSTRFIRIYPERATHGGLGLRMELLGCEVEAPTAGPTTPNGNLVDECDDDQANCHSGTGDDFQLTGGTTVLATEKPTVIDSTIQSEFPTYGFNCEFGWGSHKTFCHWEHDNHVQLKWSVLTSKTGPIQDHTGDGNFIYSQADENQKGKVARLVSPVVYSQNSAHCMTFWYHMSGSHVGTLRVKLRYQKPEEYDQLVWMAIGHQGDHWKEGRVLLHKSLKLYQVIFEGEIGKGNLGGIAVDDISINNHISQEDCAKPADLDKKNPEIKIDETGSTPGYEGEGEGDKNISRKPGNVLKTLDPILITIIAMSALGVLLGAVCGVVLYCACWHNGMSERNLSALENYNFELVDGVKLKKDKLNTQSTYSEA
Rin1-Abl PPI inh = inhibitors of Rin1-Abl protein binding, primary screen, biochemical, TR-FRET. inhibition, % at 7.35 µM. Tyrosine-protein kinase ABL1 (Homo sapiens) + Ras and Rab interactor 1 (Homo sapiens), …. hit rate 0.4% among 360,000; in the data active = inhibition above about 5%, passing the limit was not always enough
MsrA act = bovine MsrA enzyme activators, primary screen, biochemical, absorbance, HTS | hit rate 0.3% among 360,000 | AID 602163, 2012 | purified bovine MsrA, absorbance read-out | Methionine sulfoxide reductase A (Bos taurus) | activation, % at 10.6 µM; in the data active = activation above about 7.5%;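 also: 0% = vehicle and 100% = reference activator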
MsrA inh = bovine MsrA enzyme inhibitors, primary screen, biochemical, absorbance, HTS; Methionine sulfoxide reductase A (Bos taurus); inhibition, % at 15.5 µM; AID 651718, 2012; hit rate 0.75% among 360,000; purified bovine MsrA, absorbance read-out; in the data active = inhibition above about 4.5%;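 also: 0% = vehicle wells with enzyme and 100% = reference inhibitor wells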
MT1-MMP act inh = blockers of MT1-MMP proenzyme processing, primary screen, HT1080 RFP-PRO-GFP cells, GFP/RFP fluorescence | hit rate 0.061% among 360,000 | GFP/RFP ratio fluorescence, overnight; percent of plate control window, DMSO zero | GFP/RFP ratio change, % at 20 µM | Matrix metalloproteinase-14 (Homo sapiens), P50281 | AID 651647, 2012;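 active = GFP/RFP ratio change of at least 30% with cell ATP level not reduced by more than half and red fluorescence within 50% of control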; also: strong numbers were not always called active
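Material: RFP-PRO-GFP reporter HT1080 cells. Dosing: single-point 20 µM compound, 1% DMSO. Controls: DMSO and RFP-L50D-GFP cell wells. Timing: cells overnight before dosing, compound overnight, 37 °C, 5% CO2. Measure: GFP/RFP fluorescence ratio.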
eLon inh = inhibitors of E. coli Lon protease, primary screen, biochemical, fluorescence polarization. inhibition, % at 7.94 µM. AID 602123, 2011. P0A9M0. hit rate 0.42% among 360,000. purified E. coli Lon protease; in the data active = inhibition above about 13%, passing the limit was not always enough;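 also: 0% = enzyme with probe and DMSO and 100% = no enzyme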
* hit, by the source's call; i = inactive; / = not tested or not shown. Outcome played no part in choosing rows (roughly 4.2% active in at least one column).

SMILES	FAS TE block	SKN-1 inh	Neddylation inh	CendR NRP1 mod	Rin1-Abl PPI inh	MsrA act	MsrA inh	MT1-MMP act inh	eLon inh
COCCCN1C(=O)C(=O)/C(=C(/O)c2ccc(OCC(C)C)cc2C)C1c1cccnc1 (stereo not drawn)	-5	10	i	0	-6	-3	2.9	-2	-6
CC(C)(CNC(=O)c1ccc(-c2ccccc2Cl)o1)N1CCOCC1	-2	6	i	8	-2	-2	-1.3	8	-5
CCCCCCn1c(SCC(=O)c2ccccc2)nc2c1c(=O)[nH]c(=O)n2C	-8	-12	i	-29	0	-4	-0.1	-2	-8
N#Cc1cccc(NC(=O)CN2CCCCCC2)c1	-5	-5	i	1	0	3	-0.2	-3	-1
CCOC(=O)CCCCCC(=O)Nc1ccc2c(c1)CC(=O)N([C@@H](C)CO)C[C@@H](C)[C@@H](CN(C)C(=O)Nc1ccc(C(F)(F)F)cc1)O2	-1	-9	i	-2	10	-5	1.9	-3	2
COc1ccc(Cl)cc1Nc1nc(C)cc(C)c1C(N)=O	-5	-20	i	-3	1	-5	0.4	-4	-15
NC1CCN(c2c(F)cc3c(=O)c(C(=O)O)cn(C4CC4)c3c2Cl)C1 (stereo not drawn)	-6	0	i	-10	-4	-4	1.9	-3	-6
CC(NC(=O)CN1C(=O)NC2(CCCCC2C)C1=O)c1ccccc1 (stereo not drawn)	-7	-14	i	-2	3	-3	0.3	1	-8
Cc1ccc(NC(=O)c2ccccc2OCc2ccc([N+](=O)[O-])cc2)nc1	4	0	i	4	1	-7	0.3	-4	-2
Cc1c(Nc2cc(=O)oc3ccccc23)c(=O)n(-c2ccccc2)n1C	-7	-10	i	-3	2	-12	-0.6	/	4
Cc1ccc(Nc2cc(C)nc3nnnn23)cc1	-7	-3	i	-15	1	-4	0.6	-2	0
Cc1ccccc1-n1ncc(C(C)NC(=O)c2ccco2)c1C (stereo not drawn)	18	8	i	7	-2	-2	0.8	5	9
Cc1nn(CC(=O)c2cccc(Cl)c2)c(C)c1[N+](=O)[O-]	9	6	i	-28	-5	-1	0.6	4	-1
COc1ccc(C(=O)N2CCN(c3ncccn3)CC2)cc1S(=O)(=O)N1CCOCC1	-5	0	i	5	5	-3	2.2	4	-2
CCC(CC)C(=O)Nc1ccc(Nc2ccccc2)cc1	16	-5	i	1	1	-1	-0.9	6	18
Cc1nnc(NC(=O)c2ccc3ccccc3n2)s1	-3	7	i	2	-3	-3	2.3	5	-9
Cc1cccc(N2C(=O)SC(N(C)c3ccccc3)C2=O)c1 (stereo not drawn)	-3	15	i	-5	-1	-4	0.3	-2	-3
C/C(=N/NC(=O)c1cccs1)c1ccc(NC(=O)COc2ccc(Cl)cc2)cc1	-4	-11	/	0	1	-3	1.8	10	-1
O=C(CNS(=O)(=O)c1ccc(Cl)c(C(F)(F)F)c1)NC1CCCCCC1	11	6	i	-1	0	0	-1.5	-3	4
O=C(C1=C(O)C(=O)N(c2ncccn2)C1c1ccc(Cl)cc1)c1ccco1 (stereo not drawn)	3	-9	i	-85	-1	0	1.5	-17	-6

Shown with each value named: part of the list above
Cc1ccc(NC(=O)c2ccccc2OCc2ccc([N+](=O)[O-])cc2)nc1
  FAS TE block: 4; SKN-1 inh: 0; Neddylation inh: i; CendR NRP1 mod: 4; Rin1-Abl PPI inh: 1; MsrA act: -7; MsrA inh: 0.3; MT1-MMP act inh: -4; eLon inh: -2
O=C(CNS(=O)(=O)c1ccc(Cl)c(C(F)(F)F)c1)NC1CCCCCC1
  FAS TE block: 11; SKN-1 inh: 6; Neddylation inh: i; CendR NRP1 mod: -1; Rin1-Abl PPI inh: 0; MsrA act: 0; MsrA inh: -1.5; MT1-MMP act inh: -3; eLon inh: 4

(next part)
SMILES	FAS TE block	SKN-1 inh	Neddylation inh	CendR NRP1 mod	Rin1-Abl PPI inh	MsrA act	MsrA inh	MT1-MMP act inh	eLon inh
O=C(Nc1cccc(-c2nc3ncccc3o2)c1)c1sc2cc(Cl)ccc2c1Cl	-1	6	i	-19	3	-5	-0.8	6	-4
CCN1CCN(C(C(=O)NC2CCCCC2)c2ccnc3ccccc23)CC1 (stereo not drawn)	-4	14	i	6	-1	-3	-1.7	3	-8
COc1ccc(-n2c(C)cc(/C=C/c3nc(O)c([N+](=O)[O-])c(=O)[nH]3)c2C)cc1	-2	5	i	-13	3	-7	1.4	-3	2
O=C(Nc1ccccc1)c1nc[nH]c1C(=O)N1CCc2ccccc2C1	29	10	i	5	-2	-3	-0.6	3	7
COc1ccc(-c2ccc(=O)n(CC(=O)Nc3ccc(C(=O)NC4CC4)cc3)n2)cc1OC	-7	-12	i	-10	1	-5	0.8	-2	6
Cc1ccc(C(=O)COC(=O)c2ccncc2)cc1[N+](=O)[O-]	0	-4	i	5	-2	-1	1.3	3	-7
CCNC(=O)C1(C)CCCN(Cc2ccccc2-c2ccccc2)C1 (stereo not drawn)	-8	-8	i	23*	2	-2	-0.5	1	-9
CCOc1ccccc1NC(=O)c1ccc(S(=O)(=O)N2CCOCC2)cc1	-8	-15	i	-3	3	0	-0.2	0	3
CCN(CC)S(=O)(=O)c1nnc(NC(=O)c2ccco2)s1	-3	19	i	-2	0	-3	6.6*	3	2
Cc1ccc(OCCCCN2CCc3ccccc3C2)c(C)c1	12	-3	i	3	0	-7	-0.5	-6	2
O=C(Nc1ccccc1N1CCOCC1)c1cccc(S(=O)(=O)N2CCOCC2)c1	-1	-9	i	-4	1	2	0.3	3	-10
CCOC(=O)N1CCN(C(=O)c2ccccc2CCc2ccccc2)CC1	2	-19	i	6	1	0	1.0	0	0
COC(=O)c1nc2ccccn2c1F	-5	-9	i	-7	3	-2	1.1	-11	-1
Cc1ccc(Cn2c(C3CCCN3c3nc(-c4cc(Cl)c(N)c(Cl)c4)cs3)nc3cc(Cl)c(Cl)cc32)cc1 (stereo not drawn)	17	-16	i	17	0	-5	0.2	-9	-8
O=S(=O)(NC1CCCCC1)c1ccc(Br)cc1	8	3	i	-5	4	-1	2.2	2	2
CCOC(=O)c1cnc2ccc(OC)cc2c1NCCN1CCOCC1	-4	-1	i	1	0	-2	0.4	-4	4
CCNC(=O)CSc1nc2cc(S(=O)(=O)Nc3ccc(OC)cc3)ccc2o1	-1	8	i	13	4	-4	1.3	9	-5
Cc1nc2ccc3nc(NC(=O)c4ccc(S(=O)(=O)N5CCOCC5)cc4)sc3c2s1	-6	-8	/	10	1	-12	0.1	-1	-8
C=CCOc1ccccc1CNCCc1ccc(S(N)(=O)=O)cc1	-4	-5	i	8	1	-5	0.9	1	1
CNC(=O)C1Cc2c(-c3ccccc3Oc3ccccc3)ccnc2O1 (stereo not drawn)	-6	0	i	0	-3	-1	1.1	4	-14

Nothing new here: entries from further up.
SMILES	FAS TE block	SKN-1 inh	Neddylation inh	CendR NRP1 mod	Rin1-Abl PPI inh	MsrA act	MsrA inh	MT1-MMP act inh	eLon inh
CCOC(=O)c1cnc2ccc(OC)cc2c1NCCN1CCOCC1	-4	-1	i	1	0	-2	0.4	-4	4
CCNC(=O)CSc1nc2cc(S(=O)(=O)Nc3ccc(OC)cc3)ccc2o1	-1	8	i	13	4	-4	1.3	9	-5
Cc1nc2ccc3nc(NC(=O)c4ccc(S(=O)(=O)N5CCOCC5)cc4)sc3c2s1	-6	-8	/	10	1	-12	0.1	-1	-8
C=CCOc1ccccc1CNCCc1ccc(S(N)(=O)=O)cc1	-4	-5	i	8	1	-5	0.9	1	1
CNC(=O)C1Cc2c(-c3ccccc3Oc3ccccc3)ccnc2O1 (stereo not drawn)	-6	0	i	0	-3	-1	1.1	4	-14

Other results:
SMILES	FAS TE block	SKN-1 inh	Neddylation inh	CendR NRP1 mod	Rin1-Abl PPI inh	MsrA act	MsrA inh	MT1-MMP act inh	eLon inh
Cc1ccc(OCC(=O)Nc2sc3c(c2C#N)CCC3)cc1	2	3	i	-4	2	-6	0.5	6	2
CCC(=O)Oc1c(S(=O)(=O)c2ccc(C)cc2)c(C)nn1C(C)(C)C	12	12	i	12	-1	-2	-0.4	0	-2
CCCCC12CN3CCN(CC(C3)/C1=N\NC(=O)c1ccccc1N)C2	-10	-1	/	8	-2	-8	-0.1	-6	12
Cc1ncsc1CCOC(=O)c1ccc([N+](=O)[O-])cc1	6	2	i	-8	-1	-2	-0.4	2	-9
CCn1c(=S)sc2c(=O)[nH]c(C)nc21	6	8	i	-4	1	-4	2.6	-4	-11
CCCCN(C(=O)CSCC(=O)Nc1ccc(OC)cc1)c1c(N)n(Cc2ccccc2)c(=O)[nH]c1=O	-4	6	i	5	2	-3	-1.1	0	-9
N#C/C(=C\c1cccs1)C(=O)NCc1cccnc1	-10	-2	i	15	-4	-9	5.5*	-1	-9
COc1cc(NC(=O)CCc2nnc3ccc(N4CCN(C)CC4)nn23)cc(OC)c1	-5	-2	i	-4	-1	4	-0.4	-5	3
Cc1ccc(C(=O)C(C)N2C(=O)NC(C)(c3ccccc3)C2=O)cc1 (stereo not drawn)	-6	-8	i	-2	7.1*	-14	-0.3	2	4
Oc1ccc(C[C@H]2CN([C@@H](Cc3ccccc3)CN3CCCC3CN3C(=S)NC[C@@H]3Cc3ccccc3)C(=S)N2CCc2ccccc2)cc1 (stereo partly drawn)	-63	8	i	-1	/	-1	-0.7	3	2
CC(C)CCNC(=O)C(=O)NC1CCCC1	-5	20	i	5	0	-2	-0.4	4	-6
CCOc1ccc(-c2cc(CCCC(=O)NCc3cccnc3)no2)cc1	-2	7	i	1	0	-6	0.9	-3	-7
C[C@@H](NC(=O)c1nc[nH]c1C(=O)NCC(=O)OC(C)(C)C)c1ccccc1	3	0	i	18	-4	-2	2.9	9	-7
Cc1ccc2cc(CN(C(=O)c3ccco3)c3ccccc3)c(=O)[nH]c2c1	-5	4	i	-4	-3	1	1.8	1	7
O=C(O)c1ccc(COc2ccc3c(c2)CCC3)cc1	-2	0	i	-2	-2	-3	0.1	1	4
Cn1cnc2cc(NS(=O)(=O)c3ccc(Br)cc3)ccc21	-7	10	i	3	0	-1	0.1	0	-5
